High-throughput results (PubChem)
HEK293 viab = counter-screen for SNCA expression inhibitors: cell viability | Potency, µM (highest dose often 57.1 µM), for the others: top-dose activity change, negative = cytotoxicity, hits mostly cytotoxic | hit rate 0.12% among 150,000 | HEK-293-SNCA-luc viability, GF-AFC fluorescence, 24 h;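 note: potency is the fitted concentration of half-maximal effect; 0% = DMSO-treated cells and -100% = medium-only wells without cells; nearly all actives have a fitted effect of over 30% in size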
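HEK-293-SNCA-luc cells (1500/well) plated 24 h, then exposed 24 h to a dilution series; GF-AFC added 30 min at 37C, fluorescence 405/540 nm; normalised to medium-only and DMSO wells, Hill fit.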
SNCA expr inh = SNCA gene expression inhibition | HEK-293 SNCA-luciferase knock-in, luminescence, 24 h | Potency, µM (highest dose often 57.2 µM), without a hit: at the highest dose activity change, negative = inhibition, hits mostly inhibitors | hit rate 0.17% among 140,000 | AID 1671194;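 note: potency is the fitted concentration of half-maximal effect; plate controls were DMSO cells for no effect and cell-free wells for full effect; nearly all actives have a fitted effect of over 45% in size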
GPT2 inhibitor = blocks human glutamate pyruvate transaminase 2 | AID 1671188 | Potency, µM (highest dose often 57.7 µM), for inactives: at the highest dose activity change, negative = inhibition, usual class: inhibitors | hit rate 0.25% among 100,000 | Q8TD30 | Recombinant GPT2, coupled pyruvate oxidase/HRP Amplex Red fluorescence; note: potency is the fitted concentration of half-maximal effect; nearly all actives have a fitted effect of over 60% in size; many of its hits are not listed in these tables
Target sequence (Q8TD30 whole entry, looked up): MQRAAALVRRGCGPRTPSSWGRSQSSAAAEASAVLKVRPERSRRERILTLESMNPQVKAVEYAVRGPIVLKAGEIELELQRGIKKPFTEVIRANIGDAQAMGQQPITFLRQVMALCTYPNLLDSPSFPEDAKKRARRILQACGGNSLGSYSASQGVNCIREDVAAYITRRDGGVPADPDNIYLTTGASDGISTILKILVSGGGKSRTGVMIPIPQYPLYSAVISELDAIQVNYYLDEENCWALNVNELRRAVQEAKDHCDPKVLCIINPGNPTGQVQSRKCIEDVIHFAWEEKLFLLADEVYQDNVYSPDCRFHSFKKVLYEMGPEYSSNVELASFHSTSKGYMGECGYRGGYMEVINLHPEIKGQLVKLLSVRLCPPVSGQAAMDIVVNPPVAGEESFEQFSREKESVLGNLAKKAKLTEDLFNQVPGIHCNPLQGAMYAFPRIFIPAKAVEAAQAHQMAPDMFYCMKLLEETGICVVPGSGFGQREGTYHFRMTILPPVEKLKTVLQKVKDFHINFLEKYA
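Fluorescence read-out: pyruvate from GPT2 turnover coupled to pyruvate oxidase, HRP and Amplex Red (0.2mM ThPP, 0.2U/mL PO and HRP, 50uM Amplex final). Substrates 250uM a-KG, 2mM L-alanine; enzyme 10ng/uL; 30 min RT.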
FLuc inh = blocks purified firefly luciferase enzyme activity; P08659; Potency, µM (doses to about 115 µM), for inactives: at the top dose activity change, negative = inhibition, hits mostly inhibitors; purified P. pyralis luciferase, luminescence, biochemical; hit rate 2.5% among 76,000; note: potency is the fitted concentration of half-maximal effect; nearly all actives have a fitted effect of over 65% in size
Target sequence (P08659 whole entry, looked up): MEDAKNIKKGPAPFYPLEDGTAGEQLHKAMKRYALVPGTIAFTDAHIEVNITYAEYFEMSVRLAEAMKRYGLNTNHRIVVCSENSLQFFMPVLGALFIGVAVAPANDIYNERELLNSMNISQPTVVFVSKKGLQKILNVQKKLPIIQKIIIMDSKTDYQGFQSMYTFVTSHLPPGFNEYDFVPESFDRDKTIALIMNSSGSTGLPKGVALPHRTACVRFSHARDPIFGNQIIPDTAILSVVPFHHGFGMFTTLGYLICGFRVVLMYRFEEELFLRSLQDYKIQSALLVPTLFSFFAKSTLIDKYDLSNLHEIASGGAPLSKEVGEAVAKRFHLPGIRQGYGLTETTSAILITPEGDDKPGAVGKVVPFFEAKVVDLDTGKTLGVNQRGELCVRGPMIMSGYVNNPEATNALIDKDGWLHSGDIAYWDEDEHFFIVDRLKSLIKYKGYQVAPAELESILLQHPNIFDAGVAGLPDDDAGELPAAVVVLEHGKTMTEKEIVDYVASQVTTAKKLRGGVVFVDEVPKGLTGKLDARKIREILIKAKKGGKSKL
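Biochemical qHTS: compound (6-point titration) added to 10uM D-luciferin plus 10uM ATP in Tris acetate pH 7.5 buffer with Mg, Tween-20 and BSA, then purified enzyme at 10nM; light output imaged.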
HEK293 tox = HEK 293 cell cytotoxicity; hit rate 6.6% among 94,000; Potency, µM (top dose mostly 115 µM), for the others: top-dose activity change, negative = cytotoxicity, actives largely listed as inhibitors; HEK 293 viability, ATP luminescence (CellTiter-Glo), 48-72 h; note: potency is the fitted concentration of half-maximal effect; nearly all actives have a fitted effect of over 60% in size
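Cytotoxicity was scored by loss of ATP-coupled luminescence (CellTiter-Glo) in HEK 293 cells. Compound treatment ran 48 or 72 hr at 37 degree Celsius, 5% CO2, 95% humidity.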
IP6K1 inhibitor = IP6K1 kinase inhibition | Q92551 | IP6K1 kinase, ADP-Glo luminescence, 2 h; stronger effect = lower value | activity change, % (series mostly up to about 58 µM) | hit rate 0.81% among 140,000 | AID 1645851; in the data active = activity change below about -25%
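ADP-Glo luminescence measures ADP made by human IP6K1 during a 2 h RT reaction with ATP/IP6 (mix at 1.3 mM/130 uM); top library doses 57.5 and 19.1 uM final.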
3T3 cytotox = kills NIH 3T3 cells. NIH 3T3 viability, CellTiter-Glo ATP luminescence, 48-72 h. Potency, µM (titrated, usually from 96.7 µM), for the others: top-dose activity change, negative = cytotoxicity, most hits filed as inhibitors. hit rate 4.3% among 94,000; note: potency is the fitted concentration of half-maximal effect; nearly all actives have a fitted effect of over 55% in size
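Viability of NIH 3T3 cells after 48 or 72 hr compound treatment at 37 °C was assessed by CellTiter-Glo, with luminescence imaged following a 10 min room-temperature step.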
* = called active by the depositor; i = inactive; ? = inconclusive; nt = no result given; & = joins results of further samples; [ ] = dose if it differs, or a comment. Unless noted, calls come from the whole dose curve; as a rule, active = well fitted curve in the direction sought with a large enough effect; inconclusive = small, poorly fitted or top-dose-only effect, or another doubt; inactive = no such curve, though single readings can be large; an effect the other way counts as inactive or inconclusive. Unless noted, % is set by controls: 0 for no effect and ±100 for the full control effect.

Structure | HEK293 viab | SNCA expr inh | GPT2 inhibitor | FLuc inh | HEK293 tox | IP6K1 inhibitor | 3T3 cytotox
CC1CCCCN1C(=O)c1ccc(CN2C(=O)NC3(CCS(=O)(=O)CC3)C2=O)cc1 (configuration not stated) | -2% | 3% | i | 4% | 2% | -11 | -3%
CC(C)CNc1ccc2c(n1)C(C)(C(=O)NC1CCN(C)CC1)CN(Cc1ccccc1)C2 (configuration not stated) | -9% | -23% | -6% | 6% | ? | 0 | 32µM*
CC(C)(N)c1ccc(-c2nc3ccccc3nc2-c2ccccc2)cc1 | -1%&-18% | ? | 3% | nt | nt | -4 | nt
Cn1nccc1-c1ncc2c(n1)OCCN(c1cccc(C(F)(F)F)c1)C2=O | -7%[87.6 µM] | -4%[87.6 µM] | i | -3%[172 µM] | -27%[172 µM] | 2 | ?
CCCN(CCc1ccsc1)C1CCc2c(O)cccc2C1 (configuration not stated) | -8% | nt | i | nt | nt | 2 | nt
CN(C(=O)c1cnc2n1CCN(CCc1ccccc1)CC2)c1ccccc1 | 0%[87.6 µM] | -7%[87.6 µM] | -7%[88.5 µM] | -1%[172 µM] | ? | 14 | ?
CC(C)S(=O)(=O)N1CC(Oc2ccc(-c3noc(C4CCOCC4)n3)cc2)C1 | 9% | -10% | i | 5% | ? | -8 | -14%
O=C(Nc1ccccc1)N1CCC2(CC1)CC(=O)N(c1ccccc1)c1ccccc1O2 | -20% | -12% | i | -3% | ? | -8 | ?
C[C@@]1(O)CCN(Cc2ccc(C#N)cc2)C[C@H]1N1CCCC1 | 3% | 60%[activator] | i | 2% | -1% | 0 | -20%
COCCNC(=O)CN1C(=O)NC2(CCC(C(C)(C)C)CC2)C1=O (configuration not stated) | 0% | -12% | 4% | -7% | -20% | -1 | ?
COc1ccc(CN2C[C@H](O)C[C@H]2c2nc(-c3ccc(C)c(F)c3)no2)cc1 | -2%[87.6 µM] | 113%[activator][87.6 µM] | -12%[88.5 µM] | 35µM* | ? | -10 | ?
CC(C)CC(=O)N1[C@@H](c2ccco2)[C@@H](C(=O)O)C[C@]12CCCCNC2=O | nt | nt | nt | nt | -6% | -11 | ?
C[C@@H]1O[C@@H](O[C@H]2[C@@H]3C=CO[C@@H](O[C@@H]4O[C@H](CO)[C@@H](O)[C@H](O)[C@H]4O)[C@@H]3[C@@]3(CO)O[C@@H]23)[C@H](OC(=O)/C=C/c2ccc(O)c(O)c2)[C@H](O)[C@H]1O | -8%[23.9 µM] | nt | ? | nt | nt | 6 | nt
CC1(C)C(=O)N(CC2CCOCC2)[C@H]2CN(CCCc3ccccc3)C[C@@H]2[S+]1(=O)[O-] | -1%[87.6 µM] | -16%[87.6 µM] | i | -4%[172 µM] | ? | 17 | ?
CN(C)c1ccc(-n2c(=O)c(C(=O)NCC(F)F)nc3cccnc32)cc1 | -14% | 18% | i | nt | i | 2 | -24%
CCOc1ccccc1NC(=O)Cn1c(=O)n(CC)c(=O)c2c1cc(C)n2C | 11% | 3% | -13% | 10% | 0% | 32 | i
O=C(NCc1ccc(F)cc1)c1ccc2c(c1)CNCCO2 | 8% | 41%[activator] | i | 11% | -14% | -1 | -3%
CCc1c(C)sc2c1CCN(C(=O)Nc1cc(C)ccc1C)C2c1ccc(OC)cc1 (configuration not stated) | -14% | -6% | nt | nt | nt | 9 | nt
CCOc1ccc2nc(N3CCC(C(=O)Nc4c(C)cccc4C)CC3)sc2c1 | -2% | 46%[activator] | nt | nt | nt | -10 | nt
CC1CCN(C(=O)c2cn3ccnc(-c4ccc(F)cc4)c3n2)CC1 | -16% | -17% | ? | -4% | ? | 18 | -3%
CCCN(C)C(=O)C1CCCN(c2cn[nH]c(=O)c2)C1 (configuration not stated) | -15% | -25% | i | 0% | -2% | 1 | 3%
Cc1ccc(N2C(=O)CSC23C(=O)N(CC(=O)NCCc2ccccc2)c2ccccc23)cc1C (configuration not stated) | -11% | -11% | nt | nt | nt | 19 | nt
CN(C)CCNC(=O)C[C@@H]1c2nc(NC(=O)c3ccc(C(C)(C)C)cc3)sc2C[C@@H]2[C@](C)(CO)[C@H](O)CC[C@]21C | -6% | -21% | 1% | 4% | 32µM* | -10 | 25µM*
CCN(CC)C(=O)N1CCN(C)CC1 | 15%[23.9 µM] | 17%[25.6 µM] | ? | nt | nt | 9 | nt
N#Cc1ccccc1CN1C(=O)c2ccccc2Sc2ccc(C(=O)OCc3ccco3)cc21 | -5% | -6% | nt | nt | nt | 2 | nt
CC1=C[C@@H](CNC(=O)c2cncnc2)[C@H](C(C)C)C[C@H]1Cc1nnc(-c2ccncc2)o1 | -10%[87.6 µM] | -23%[87.6 µM] | -5%[88.5 µM] | 9%[172 µM] | 79µM* | 13 | ?
COC(=O)c1sccc1S(=O)(=O)N1CCN(c2ccccc2OC)CC1 | 11% | -5% | nt | nt | nt | 4 | nt
CCc1nnc([C@@H]2CC(F)(F)CN2C(=O)c2ocnc2C)o1 | -6% | 14% | 3% | 1% | 0% | 10 | i
CCC(CC)NC(=O)CC1CCCN(c2cnn(CCOC)c(=O)c2)C1 (configuration not stated) | -10% | -24% | 1% | 0% | 0% | 7 | -3%
Cc1cc(=O)[nH]c(NCCNC(=O)c2cc(-c3cccn3C)n[nH]2)n1 | 3% | -3% | 2%[11.5 µM] | 5% | i | -15 | 2%

A different layout for part of the listing above.
Sequence of screens: HEK293 viab	SNCA expr inh	GPT2 inhibitor	FLuc inh	HEK293 tox	IP6K1 inhibitor	3T3 cytotox
> CC1CCN(C(=O)c2cn3ccnc(-c4ccc(F)cc4)c3n2)CC1
    -16%	-17%	?	-4%	?	18	-3%
> CCCN(C)C(=O)C1CCCN(c2cn[nH]c(=O)c2)C1 (configuration not stated)
    -15%	-25%	i	0%	-2%	1	3%
> Cc1ccc(N2C(=O)CSC23C(=O)N(CC(=O)NCCc2ccccc2)c2ccccc23)cc1C (configuration not stated)
    -11%	-11%	nt	nt	nt	19	nt
> CN(C)CCNC(=O)C[C@@H]1c2nc(NC(=O)c3ccc(C(C)(C)C)cc3)sc2C[C@@H]2[C@](C)(CO)[C@H](O)CC[C@]21C
    -6%	-21%	1%	4%	32µM*	-10	25µM*
> CCN(CC)C(=O)N1CCN(C)CC1
    15%[23.9 µM]	17%[25.6 µM]	?	nt	nt	9	nt
> N#Cc1ccccc1CN1C(=O)c2ccccc2Sc2ccc(C(=O)OCc3ccco3)cc21
    -5%	-6%	nt	nt	nt	2	nt
> CC1=C[C@@H](CNC(=O)c2cncnc2)[C@H](C(C)C)C[C@H]1Cc1nnc(-c2ccncc2)o1
    -10%[87.6 µM]	-23%[87.6 µM]	-5%[88.5 µM]	9%[172 µM]	79µM*	13	?
> COC(=O)c1sccc1S(=O)(=O)N1CCN(c2ccccc2OC)CC1
    11%	-5%	nt	nt	nt	4	nt
> CCc1nnc([C@@H]2CC(F)(F)CN2C(=O)c2ocnc2C)o1
    -6%	14%	3%	1%	0%	10	i
> CCC(CC)NC(=O)CC1CCCN(c2cnn(CCOC)c(=O)c2)C1 (configuration not stated)
    -10%	-24%	1%	0%	0%	7	-3%
> Cc1cc(=O)[nH]c(NCCNC(=O)c2cc(-c3cccn3C)n[nH]2)n1
    3%	-3%	2%[11.5 µM]	5%	i	-15	2%

Record cards, as listed above. Values in the order: HEK293 viab	SNCA expr inh	GPT2 inhibitor	FLuc inh	HEK293 tox	IP6K1 inhibitor	3T3 cytotox
Profile of C[C@@H]1O[C@@H](O[C@H]2[C@@H]3C=CO[C@@H](O[C@@H]4O[C@H](CO)[C@@H](O)[C@H](O)[C@H]4O)[C@@H]3[C@@]3(CO)O[C@@H]23)[C@H](OC(=O)/C=C/c2ccc(O)c(O)c2)[C@H](O)[C@H]1O : -8%[23.9 µM]	nt	?	nt	nt	6	nt
Profile of CC(C)S(=O)(=O)N1CC(Oc2ccc(-c3noc(C4CCOCC4)n3)cc2)C1 : 9%	-10%	i	5%	?	-8	-14%

Continued:
Structure | HEK293 viab | SNCA expr inh | GPT2 inhibitor | FLuc inh | HEK293 tox | IP6K1 inhibitor | 3T3 cytotox
CN(Cc1ccc(OC(F)(F)F)cc1)C1CCOc2ccccc21 (configuration not stated) | 17%[87.6 µM] | -14%[87.6 µM] | ? | -9%[172 µM] | ? | -3 | -10%[138 µM]
Cc1c(Cl)cccc1NC(=O)N1CCN(Cc2cc(=O)n3nc(-c4ccccc4F)sc3n2)CC1 | -17% | 47%[activator] | nt | nt | nt | 12 | nt
COCCNc1nc(NCc2ccccc2OC)c2cnn(C)c2n1 | 5% | 7% | nt | nt | nt | -10 | nt
O=C(Nc1ccnn1C1CCN(C(=O)c2ccc3n[nH]nc3c2)CC1)C1CC1 | -5% | 5% | i | -2% | -1% | -8 | 2%
Cc1ccc(C(=O)N2CCC3(CC2)CC(CO)N(C(=O)c2ccccc2)C3)cn1 (configuration not stated) | 6% | 0% | -11% | 3% | 5% | -8 | 0%
O=C(Nc1ccccc1)c1nc[nH]c1C(=O)O | -2% | ? | nt | nt | nt | 15 | nt
O=C(c1ccc(Cl)nc1)N1CCN(c2nc3ncccc3o2)CC1 | 7% | 5% | i | -1% | 1% | 10 | -16%
CC1(C)NC(=O)N(CC(=O)N2CCc3nc(-c4cccnc4)[nH]c3C2)C1=O | 4% | -10% | 2% | 8% | -16% | -8 | 0%
O=C(Cn1nc2c(cc1=O)CCCCC2)Nc1nc(-c2ccccn2)cs1 | 3% | -6% | i | -8% | ? | -2 | ?
Cc1cccn2c(Nc3ccccc3)c(-c3ccc(N4CCOCC4)cc3)nc12 | 6% | 168%[activator] | nt | nt | nt | -10 | nt
CC(=O)N1CCC2(CC1)CN(C(=O)c1cccc3[nH]ccc13)Cc1ccccc1O2 | 0% | 6% | -6% | nt | 2% | 13 | -2%
O=C(N[C@@H]1CCC[C@@H]1C(=O)NCCCc1ccccc1)c1ccncc1 | 2% | -3% | -30% | -3% | -15% | 34 | -21%
COc1ccc(N2CC(c3noc(-c4ccc5c(c4)OCO5)n3)CC2=O)cc1 (configuration not stated) | 7% | -21% | i | -12% | -7% | -3 | -24%
COc1ccc(NC(=O)N2CCC3(CC2)CC(OC)CCO3)cc1 (configuration not stated) | -14%[12.5 µM] | -3% | -10% | -25% | -5% | -7 | -16%
COc1ccccc1NC(=O)c1oc2ccccc2c1NC(=O)COc1cccc(C)c1 | 14% | 28% | nt | nt | nt | 53 | nt
COc1cccc(C(=O)N2CCC(Cc3nc(-c4cnccn4)no3)CC2)c1 | -4% | -16% | i | 9% | -11% | 12 | -15%
Cc1ccc(NC(=O)Cn2c(=O)n(CCCC(=O)NCc3ccc4c(c3)OCO4)c(=O)c3ccccc32)cc1 | -3% | -1% | nt | nt | nt | 2 | nt
O=C1[C@@H]2C[C@@H](CN2C2CCOCC2)Oc2ccccc2N1Cc1ccccc1 | 2%[87.6 µM] | -17%[87.6 µM] | i | -14%[172 µM] | ? | -17 | ?
